High-throughput results (PubChem)
PABP1 MLLE inh = blocks PAM2 peptide binding to the PABP1 MLLE domain; P11940; GST-MLLE / FITC-PAM2 fluorescence polarization; inhibition, % at 20 µM; 360,000 compounds, 0.36% hits; AID 588489; in the data active means inhibition above about 35%, passing the limit was not always enough;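 further: plate controls were DMSO wells with GST-MLLE for no effect and wells lacking GST-MLLE protein for full effect; some results filed as inactive read as strong as hits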
DNMT1 block = blocks human DNA methyltransferase DNMT1; P26358; AID 588458; inhibition (reported as % activation of signal), % at 10 µM; 360,000 compounds, 0.83% hits; DNMT1 molecular beacon, Hinp1I cleavage, fluorescence; in the data active means inhibition above about 50%
Rpn11 inh = inhibitors of human proteasome Rpn11. O00487. human 26S proteasome, Ub4-pepOG fluorescence polarization; 20S core pre-blocked with epoxomicin. calls only at 20 µM. 360,000 compounds, 0.59% hits;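 active means inhibition at 20 µM, scaled to each plate's controls, above about 33%, limit read from the data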
SUMO1 PPI mod = alters human SUMO1 binding to SIM partners; AID 602429; inhibition, % at 20 µM; SUMO1 binding to a labelled peptide, TR-FRET, 1 h; 360,000 compounds, 0.33% hits; in the data active means inhibition above about 37%
TbMetRS inhib = blocks T. brucei methionyl-tRNA synthetase activity; purified T. brucei MetRS, ATP depletion, Kinase-Glo luminescence; inhibition, % at 11.9 µM; 360,000 compounds, 0.4% hits; AID 624268;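 active means inhibition above a per-plate cutoff of the control wells' mean inhibition plus 3 SD, cut at about 5.5% in these data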;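 further: 0% = DMSO wells median and 100% = median of wells with control inhibitor compound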
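Measured by: Kinase-Glo luciferase luminescence reporting remaining unconsumed ATP. Material: purified T. brucei MetRS enzyme. Doses: 11.9 µM compound single dose, 0.9% DMSO. Medium: HEPES buffer containing pyrophosphatase, BSA, spermine, DTT. Times: 15 min preincubation, 2 h reaction, all 25 °C. Reagent: methionine, ATP and bulk E. coli tRNA.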
LMPTP inh = blocks human LMPTP phosphatase | 360,000 compounds, 0.22% hits | P24666 | recombinant LMPTP-A, OMFP fluorogenic substrate, fluorescence intensity | inhibition, % at 20 µM;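 active means compounds that cut the enzyme signal by at least half of the control window in the single-dose screen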;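 further: plate controls were DMSO wells with enzyme plus substrate for no effect and substrate without enzyme for full effect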
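Assay system: LMPTP-A enzyme. Input: 0.625 nM LMPTP-A final. Probe or stimulus: 400 µM OMFP. Compound dosing: single 20 µM dose. Schedule: 50 min dark incubation at room temperature. Detection: fluorescence intensity of OMFP turnover product. Read-out: percent inhibition versus substrate-only and uninhibited controls. Benchmarks: no-enzyme low control, uninhibited high control.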
STEP inh = inhibitors of human striatal-enriched phosphatase STEP. recombinant STEP, OMFP fluorogenic substrate, fluorescence. 360,000 compounds, 0.25% hits. inhibition, % at 20 µM. P54829. AID 588621;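 active means inhibition at 20 µM, scaled per plate between control wells, above about 37%, limit read from the data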;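 further: 0% = DMSO with enzyme and substrate and 100% = substrate only without enzyme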
Target sequence (P54829 whole entry, looked up): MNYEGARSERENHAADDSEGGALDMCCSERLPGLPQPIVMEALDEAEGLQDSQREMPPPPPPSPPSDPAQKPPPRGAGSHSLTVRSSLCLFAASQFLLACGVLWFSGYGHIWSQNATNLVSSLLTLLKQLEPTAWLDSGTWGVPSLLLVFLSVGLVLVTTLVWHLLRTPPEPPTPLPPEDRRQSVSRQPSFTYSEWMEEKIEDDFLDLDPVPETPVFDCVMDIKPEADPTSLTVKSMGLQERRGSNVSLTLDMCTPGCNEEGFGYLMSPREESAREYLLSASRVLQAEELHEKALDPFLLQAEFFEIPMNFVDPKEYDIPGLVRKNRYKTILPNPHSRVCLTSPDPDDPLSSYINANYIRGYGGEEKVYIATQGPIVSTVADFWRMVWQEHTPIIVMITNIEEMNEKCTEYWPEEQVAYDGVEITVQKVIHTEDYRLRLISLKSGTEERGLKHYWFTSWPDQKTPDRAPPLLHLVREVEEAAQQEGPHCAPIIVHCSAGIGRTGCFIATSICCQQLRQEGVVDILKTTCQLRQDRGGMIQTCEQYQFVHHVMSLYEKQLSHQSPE
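Assay system: isolated STEP enzyme / Timing: 20 min at room temperature, dark / Doses: 20 µM, 1% DMSO / Technique: fluorescence intensity, excitation 480 nm, emission 540 nm / Reagent: fluorogenic phosphatase substrate OMFP at 25 µM final / Measure: percent inhibition scaled to no-enzyme and uninhibited-enzyme controls, plate-pattern corrected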
Scp1 inh = blocks human Scp-1 phosphatase activity; 340,000 compounds, 0.88% hits; inhibition, % at 20 µM; Recombinant Scp1, phosphopeptide, malachite green phosphate absorbance; Q9GZU7;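 active means inhibition above about 50% at 20 µM, limit read from the data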;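 further: plate controls were DMSO wells with enzyme for no effect and wells lacking enzyme for full effect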
Target sequence (Q9GZU7 76-261 limits assumed): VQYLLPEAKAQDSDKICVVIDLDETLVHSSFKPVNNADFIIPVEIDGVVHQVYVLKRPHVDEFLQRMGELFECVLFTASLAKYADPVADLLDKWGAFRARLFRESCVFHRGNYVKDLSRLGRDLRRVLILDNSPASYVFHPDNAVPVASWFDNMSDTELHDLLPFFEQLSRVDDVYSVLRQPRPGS
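Incubation: 45 min enzyme reaction at room temperature / System: truncated SCP-1 phosphatase (76-261aa) / Reagent: Phospho 17-mer peptide substrate / Buffer or medium: Acidic Tris acetate buffer with magnesium and detergent / Signal: absorbance at 630 nm / Doses: one concentration, 20 µM, with 1.0% DMSO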
CSN inh = inhibitors of human CSN-mediated cullin deneddylation; Q92905; Purified CSN, SCF-Nedd8-OG deneddylation, fluorescence polarization; inhibition, % at 12.5 µM; 360,000 compounds, 0.38% hits; AID 651999;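 active means pattern-corrected inhibition above about 35%, with an unprinted fluorescence ratio check between 0.5 and 1.5, limit read from the data, passing the limit was not always enough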;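 further: 0% = enzyme with substrate and 100% = substrate without enzyme; some results filed as inactive read as strong as hits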
Target sequence (Q92905 whole entry, looked up, one chain of several): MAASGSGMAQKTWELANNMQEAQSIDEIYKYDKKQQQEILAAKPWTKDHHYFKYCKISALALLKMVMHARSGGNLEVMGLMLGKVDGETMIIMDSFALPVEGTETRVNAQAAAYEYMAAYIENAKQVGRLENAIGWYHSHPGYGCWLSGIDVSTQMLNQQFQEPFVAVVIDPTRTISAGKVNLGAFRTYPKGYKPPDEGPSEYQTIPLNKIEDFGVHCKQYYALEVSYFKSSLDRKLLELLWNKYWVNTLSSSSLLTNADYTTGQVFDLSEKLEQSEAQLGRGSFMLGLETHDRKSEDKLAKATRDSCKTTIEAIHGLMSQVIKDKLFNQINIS
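Test system: Human Csn5 produced in HEK293T cells | Compound: 12.5 µM single point | Times: 90 min, room temperature | Signal: Fluorescence polarization readout | Read-out basis: % inhibition of substrate cleavage by Csn5 | Controls: no-enzyme wells high, enzyme-with-substrate wells low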
NadD inh = blocks S. aureus nicotinate mononucleotide adenylyltransferase. purified NadD enzyme, colorimetric absorbance read-out. inhibition, % at 20 µM. 360,000 compounds, 0.78% hits. AID 602399; in the data active means inhibition above about 26%; further: some compounds past the cut are filed as inactive
An asterisk follows results filed as active; i = inactive; x = not tested or not shown.

SMILES	PABP1 MLLE inh	DNMT1 block	Rpn11 inh	SUMO1 PPI mod	TbMetRS inhib	LMPTP inh	STEP inh	Scp1 inh	CSN inh	NadD inh
CCc1c(C)sc(NC(=O)C2CC2)c1C(=O)OC(C)C	14	7	i	1	-0.4	0.5	-2	-11	-19	-4
O=C(OCc1ccccc1)N1CCc2ccccc21	-6	2	i	8	0.8	1.4	4	-12	-2	-4
CCOC(=O)Cc1csc(NC(=O)c2csc3c2CCCC3)n1	10	-6	i	-1	-0.4	1.7	2	-6	-8	-5
Cc1ccncc1CNC(=O)c1ccccc1	8	-7	i	2	-0.3	1.4	0	-7	-2	-1
CCC(=O)Nc1c(C)n[nH]c1C	15	0	i	1	-1.1	-1.3	-2	2	-12	-8
COc1cc(/C=C/C(=O)NC(=O)c2ccccc2O)ccc1OC(C)=O	-10	-1	i	-1	3.1	-0.2	-3	-4	-3	-1
COC(=O)c1cn(NC(=O)c2ccc([N+](=O)[O-])c(C)c2)c(=O)c2ccccc12	8	-1	i	-6	0.0	-0.4	-1	9	5	-2
C=CCOc1c(CNc2cccc(C(=O)O)c2)cccc1OC	-8	3	i	3	0.1	-1.2	2	-3	-1	-1
Cc1noc(C)c1COc1ccccc1C(=O)NCc1ccco1	-2	1	i	-3	-0.2	0.0	-1	2	2	-2
Clc1ccccc1-c1cnc2sc(NCc3ccc4c(c3)OCO4)nn12	-24	15	i	0	-0.2	0.5	0	x	0	16

Structural class, those above containing a thiophene ring, fused or not (2)
SMILES	PABP1 MLLE inh	DNMT1 block	Rpn11 inh	SUMO1 PPI mod	TbMetRS inhib	LMPTP inh	STEP inh	Scp1 inh	CSN inh	NadD inh
CCc1c(C)sc(NC(=O)C2CC2)c1C(=O)OC(C)C	14	7	i	1	-0.4	0.5	-2	-11	-19	-4
CCOC(=O)Cc1csc(NC(=O)c2csc3c2CCCC3)n1	10	-6	i	-1	-0.4	1.7	2	-6	-8	-5

The list goes on.
SMILES	PABP1 MLLE inh	DNMT1 block	Rpn11 inh	SUMO1 PPI mod	TbMetRS inhib	LMPTP inh	STEP inh	Scp1 inh	CSN inh	NadD inh
CC(C)c1ccc(NC2CCCN(C(=O)CCc3cnn(C)c3)C2)cc1 (stereo not given)	4	-1	i	-4	-0.2	-1.3	-2	-5	4	-2
O=C(CSc1ccccc1)Nc1ccc(-c2nc3ccccc3[nH]2)cc1	-66	30	i	9	2.8	5.2	12	6	7	-1
Cc1nc(NCCc2ccc(S(N)(=O)=O)cc2)c2c3c(sc2n1)CCC3	-22	-10	i	6	0.1	0.8	-5	0	1	12
CN(C)c1ccc(NC(=O)/C=C/c2ccccc2Cl)cc1	4	-19	i	-6	-1.0	0.4	1	-2	7	4
COc1ccccc1-c1noc2ncnc(Nc3cccc(C)c3C)c12	-2	8	i	1	-0.2	-0.4	5	-8	-1	3
O=C(NCc1ccccc1F)C12CC3CC(CC(C3)C1)C2	8	-2	i	1	-0.2	-0.5	-1	-7	0	-2
Cc1nn(-c2ccccc2)c(N)c1Sc1cccc([N+](=O)[O-])c1	-14	-2	i	-28	2.2	0.5	-3	-7	-1	3
CSc1ccccc1C(=O)NC1CCCCCC1	16	0	i	5	-0.8	0.8	-2	-3	2	-3
CCc1c(O)nc(SCC(=O)Nc2nc3ccccc3s2)n(-c2ccccc2)c1=O	22	-2	i	5	0.1	0.8	1	-9	3	1
COc1cccc(OCc2cc(C(=O)NCc3ccc4c(c3)OCO4)no2)c1	13	-2	i	3	-0.3	0.2	1	-14	-3	-9
CC1(C)C(=O)Nc2ccccc2N1C(=O)COC(=O)c1ccc(NC(N)=O)cc1	-53	0	i	6	-0.3	1.2	-3	10	6	-3
CSCC(=O)N1CCC(Oc2cccc(C(=O)NCc3ccccn3)c2)CC1	7	1	i	-2	0.0	0.3	2	-10	1	3
COc1ccc(Cc2nc3ccc(C(=O)N4CCCCC4CO)cc3o2)cc1OC (stereo not given)	-8	2	i	-5	-0.2	-0.2	-2	x	-2	4
COc1ccc(CCNC(=O)c2ccc3nc(N4CCOCC4)sc3c2)cc1OC	10	0	i	-1	-0.1	-0.3	-2	-10	1	-4
CCOc1cccc(C(=O)Nc2ccccc2N2CCN(C(=O)C(C)C)CC2)c1	1	-3	i	2	-0.3	-0.7	1	7	-1	1
COc1ccc(C2CC2C(=O)c2ccccn2)cc1 (stereo not given)	2	0	i	0	-0.6	1.5	0	-6	-4	-2
Cc1cc(=O)oc(C)c1C(=O)n1nc(C)c2c1C[C@@H]1[C@H]2C1(C)C	13	0	i	0	-0.1	-0.1	1	-2	3	3
Cc1cc(C)cc(N(CCC#N)C(=O)COC(=O)c2nc3nc(C)cc(C)n3n2)c1	-7	1	i	2	0.1	-1.2	0	-1	-7	-4
CCOC1OC(=O)C(Cl)=C1Nc1ccc(C)cc1C (stereo not given)	15	1	i	-2	0.1	-0.5	0	-14	-5	-3
COc1ccccc1Oc1nc(-c2cccnc2)nc2ccccc12	-2	-8	i	3	0.0	1.8	-2	6	-7	-2
CN(C)Cc1nc2c(c(=O)[nH]1)C1(CCCCC1)Cc1ccccc1-2	0	1	i	1	-0.2	0.1	-3	-3	-6	-4
O=C(O)[C@@H]1CCCN1C(=O)COc1ccc2c3c(c(=O)oc2c1)CCC3	-12	-1	i	2	-1.9	-0.4	0	15	2	-8
C=CCNc1nc(C(F)(F)F)nc2c1nnn2Cc1ccccc1Cl	-6	5	i	8	-1.1	0.4	-1	-2	2	-3
COc1ccc(-c2csc(NC(=S)NC(=O)c3ccccc3)n2)cc1Br	-2	27	i	6	0.1	0.0	1	-13	-1	11
COCc1nnc(NC(=O)CC(c2ccccc2)c2ccccc2)s1	4	3	i	5	-0.5	-0.7	1	-5	2	4
COC(=O)c1c(NC(=O)c2ccccc2[N+](=O)[O-])sc2c1CC(C)(C)NC2(C)C	-2	2	i	-15	-0.4	-0.9	-4	-5	0	-14
COc1ccccc1C(=O)NNC(=O)c1ccc(NC(=O)c2ccccc2)cc1	0	1	i	4	0.5	0.4	2	0	5	-1
CC(C)Cc1nnc(NC(=O)Cc2ccc([N+](=O)[O-])cc2)s1	13	8	i	-3	-0.7	-0.7	2	-2	-1	1
COC(=O)c1cc(=O)n(-c2ccc(F)cc2)c(=Nc2ccc(F)cc2)s1	17	-2	i	-2	0.2	1.4	1	-25	-3	-2
NC(CSC(c1ccccc1)(c1ccccc1)c1ccc(-c2ccccc2)cc1)C(=O)O (stereo not given)	14	89*	i	14	0.1	2.2	1	x	6	43*

Next part, starting with the last 2 of the part before.
SMILES	PABP1 MLLE inh	DNMT1 block	Rpn11 inh	SUMO1 PPI mod	TbMetRS inhib	LMPTP inh	STEP inh	Scp1 inh	CSN inh	NadD inh
COC(=O)c1cc(=O)n(-c2ccc(F)cc2)c(=Nc2ccc(F)cc2)s1	17	-2	i	-2	0.2	1.4	1	-25	-3	-2
NC(CSC(c1ccccc1)(c1ccccc1)c1ccc(-c2ccccc2)cc1)C(=O)O (stereo not given)	14	89*	i	14	0.1	2.2	1	x	6	43*
NC(=O)c1cc(C(=O)c2ccc(Cl)cc2Cl)c[nH]1	9	0	i	1	3.2	0.0	-2	-1	4	-2
CCn1c(=O)c(C(=O)NNC(=O)c2ccccc2Cl)c(O)c2ccccc21	6	-2	i	2	0.6	1.1	1	-5	1	12
CS(=O)(=O)c1ccc(Cl)c(NC(=O)CSc2nnc3n2CCCCC3)c1	2	9	i	0	0.4	3.7	-1	x	0	1
CCOC(=O)C1=C(c2ccccc2)Nc2ncnn2C1c1ccc(OC)c(OC)c1OC (stereo not given)	8	1	i	0	-0.2	-0.8	-3	-4	10	-1
CCC(=O)c1ccc(OCC(=O)OCC(=O)Nc2sccc2C(N)=O)cc1	-1	1	i	5	-0.8	1.1	-2	5	-10	-5
CCn1c2ccccc2c2nnc(SCC(=O)N(C)C3CCS(=O)(=O)C3)nc21 (stereo not given)	0	-1	i	-1	-0.8	-0.4	2	-5	-13	-4
Cc1c(C(=O)NCc2ccc3c(c2)OCO3)sc2nc(-c3ccc(F)cc3)cn12	-4	-8	i	6	-0.5	4.3	4	-6	0	3
CC(O)(c1cccnc1)c1nc(-c2cccc(C(F)(F)F)c2)cs1 (stereo not given)	12	-2	i	8	-0.2	2.2	-4	x	-1	1
O=C(Cn1nc(-c2ccccc2)ccc1=O)NCCN1CCN(Cc2ccccc2)CC1	-2	1	i	-6	-0.6	-2.3	1	13	-4	-8
Cc1ccc(C2CC(=O)NC(SCc3ccccc3)=C2C#N)cc1 (stereo not given)	-6	-4	i	-5	0.5	1.6	0	5	-1	-8
CC(Oc1ccc(Cl)cc1)C(=O)NCCN1C(=O)S/C(=C\c2cccnc2)C1=O (stereo not given)	-4	1	i	-16	-0.6	0.7	0	-11	2	1
O=C(Nc1ccc(OC(F)(F)F)cc1)c1ccc2ccccc2n1	3	-1	i	3	-0.3	3.9	1	-11	-18	-2
COc1ccc2oc(=O)c(C(=O)O)cc2c1	8	-3	i	-4	-0.2	-0.9	0	-6	1	-6
Cc1n[nH]c(=O)nc1NCc1ccc(Cl)cc1	-1	3	i	-2	-0.8	-2.2	39*	0	5	0
CS(=O)(=O)N1CCN(c2ccccc2NC(=O)c2cccnc2)CC1	-4	-1	i	-2	0.0	-2.0	1	0	-3	0
COc1cc(C)c(Cl)cc1S(=O)(=O)N1CCCC1	6	1	i	0	-1.0	2.1	1	-2	-5	-7
CCN1CCc2c(OCC(=O)Nc3ccc(C)cc3)cccc2C1=O	1	-1	i	2	-0.3	-1.3	3	-8	2	-3
Cc1cc(NC(=O)COC(=O)[C@@H](NS(=O)(=O)c2ccc(Br)cc2)C(C)C)no1	14	-2	i	-3	-0.2	-1.0	1	-5	2	-6
CC(C)(C)n1cn[nH]c1=S	8	7	i	-1	-1.0	-2.0	-2	-10	-1	-2
OCCNCC(O)CN1c2ccccc2Sc2ccccc21 (stereo not given)	-17	-1	i	-2	-0.4	0.4	1	-10	-4	-5
Cn1c(-c2ccc(CN3CCCCC3)o2)nc2ccccc21	5	2	i	-2	-0.2	1.3	-2	-8	-1	6
